High-throughput results: PubChem, Broad Institute
PglD DTNB: C. jejuni PglD acetyltransferase inhibitors, primary screen, biochemical, DTNB colorimetric, single point; 0.098% of 360,000 active; UDP-N-acetylbacillosamine N-acetyltransferase PglD (Campylobacter jejuni); AID 602405, 2012; inhibition, % at 12.5 µM; purified PglD enzyme, DTNB colorimetric CoA detection; in the data active means inhibition above about 16%, passing the limit was not always enough; further: strong numbers were not always called active
Statin myotox sup: suppressors of statin myotoxicity in C2C12 myotubes, primary screen, cell-based, single point, plate reader. 0.78% of 330,000 active. rescue of ATP level, % at 7.49 µM. C2C12 myotubes + simvastatin, ATP luminescence, 48 h; scaled: DMSO 0, geranylgeraniol control 100;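 active means mean ATP rescue above about 67%, or every replicate alone reaching that limit, limit read from the data, passing the limit was not always enough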;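 further: myotubes were challenged with 10 µM simvastatin during compound exposure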
Cneo AK release: Cryptococcus neoformans cell lysis inducers, primary screen, AK release luminescence, single concentration; 0.2% of 360,000 active; lysis activity, % at 15 µM; AID 651654, 2012; C. neoformans lysis, adenylate kinase release luminescence, 4 h; normalised: neutral wells 0, clomiphene wells 100;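 active means mean lysis activity across replicates of at least 80%, whatever share of replicates individually reach that level; inactive means mean lysis activity below 80%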
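read-out = cell lysis signal | test system = log-phase Cryptococcus neoformans yeast cells | input = cells at 5 × 10^6 per mL | medium = fresh YPD growth medium | signal = luminescent adenylate kinase detection reagent | timing = 4 h at 37 °C static, read 1 h later | dosing = single dose | controls = Clomiphene as positive lysis control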
PGC1a acetyl inh: inhibitors of PGC1a acetylation signal, primary screen, cell-based, U2OS, AlphaScreen, inhibitor mode. 0.17% of 350,000 active. AlphaScreen anti-acetyl-lysine; with virally co-expressed GCN5 acetyltransferase. inhibition, % at 15.6 µM. AID 651687, 2012;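 active means every replicate shows inhibition of at least 40%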;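 further: 0% = neutral control wells and 100% = positive control wells; some results beyond the cut were filed as inactive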
ARNT-TACC3 inh: disruptors of ARNT/TACC3 protein interaction, primary screen, biochemical, AlphaScreen, single concentration; AID 623870, 2012; Transforming acidic coiled-coil-containing protein 3 (Homo sapiens), Q9Y6A5; 0.66% of 390,000 active; inhibition, % at 9.99 µM; AlphaScreen His-ARNT PAS-B/GST-TACC3 binding, luminescence; TACC3 fragment carries E629A point mutation;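 active means mean inhibition of replicates at least 50% and at least half of replicates each reaching 50%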;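 further: 0% = complete ARNT plus TACC3 wells and 100% = ARNT alone without TACC3; many hits fall short of the cut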
INS-1E GSIS act: GLuc luminescence reporter in INS-1E cells, primary screen for activators of glucose-dependent secretion of insulin; INS-1E GLuc reporter insulin secretion, 2-3 h; activation, % at 16.6 µM; 0.61% of 370,000 active;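 active means lowest replicate activation of at least 40%, so every replicate reaches that level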;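 further: 0% = median of neutral control wells and 100% = median of IBMX positive control wells; some compounds called inactive have numbers as strong as hits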
PAX8 inh HTS: inhibitors of PAX8-driven TPO luciferase reporter, primary screen, RMG-I cells, single concentration; SteadyGlo, 24 h; 1.2% of 360,000 active; inhibition, % at 12.6 µM; AID 652154, 2013;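 active means mean replicate inhibition at least 60% with every replicate also reaching 60%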;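 further: luciferase light reporting Pax8 driven TPO promoter activity; plate controls were median of neutral control wells for no effect and mitoxantrone controls for full effect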
LGR2 inh: inhibitors of bursicon-induced LGR2 CRE-luciferase signal, primary screen, cell-based, HEK293, CRE-luciferase reporter, bursicon stimulation; Drosophila bursicon receptor LGR2 (rickets); bursicon-stimulated, 4 h; inhibition, % at 9.99 µM; 0.35% of 380,000 active; AID 720647, 2013;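 active means drop in luminescence signal, shown as inhibition above about 50% in the replicate tests, limit read from the data, passing the limit was not always enough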;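 further: agonist challenge used bursicon conditioned medium at about half maximal strength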
Active calls of the source: *; · = not tested or not shown.

Structure	INS-1E GSIS act	ARNT-TACC3 inh	PglD DTNB	Statin myotox sup	Cneo AK release	PAX8 inh HTS	PGC1a acetyl inh	LGR2 inh
Clc1ccc(-n2ncc3c(NCC4CCCO4)ncnc32)cc1 (stereo not drawn)	-24.9	3.0	-1.6	-39.9	-6.7	-105.0	-1.0	-25.8
CC(=O)N1CCc2cc(S(=O)(=O)NC(CC(C)C)C(=O)N3CCCC3)ccc21 (stereo not drawn)	11.1	2.7	2.5	-0.7	2.9	-2.8	-9.8	9.5
COc1cccc(NC(=S)N(CCC(C)C)C2CCN(C(C)=O)CC2)c1	-4.5	0.1	4.5	-7.1	-2.7	-24.1	·	-20.9
CC(C)Cc1ccc(C(C)C(=O)OCC(=O)c2c[nH]c3ccccc23)cc1 (stereo not drawn)	·	30.0	-3.1	13.2	2.3	·	-8.1	·
O=C(CCc1ccc(O)c(O)c1)NNC(=S)NCCc1ccccc1	-1.9	-5.2	·	·	·	15.1	·	9.9
CC(C)NC(=O)Nc1ccc2c(c1)CC(=O)N([C@@H](C)CO)C[C@H](C)[C@H](CN(C)Cc1ccccc1)O2	-6.1	-10.0	0.9	16.1	-5.0	13.7	2.3	-4.2
Cc1ccccc1Oc1ccc2c(c1)[C@@H]1C[C@H]3[C@@H](C(=O)N1CC2)[C@H](C)ON3C	-25.9	-3.2	3.3	5.0	-0.2	-4.6	-24.5	-3.7
COc1ccccc1N1CCN(C(=O)CSc2nc(C)c(C)c(=O)[nH]2)CC1	1.4	-5.7	·	·	·	5.1	·	3.9
Cc1cccc(Nc2ccncc2S(=O)(=O)NC(=O)NC(C)C)c1	·	-4.7	-1.2	0.1	0.8	-5.6	-5.0	-3.9
O=C(C[C@H]1CC[C@H]2[C@@H](COC[C@H](O)CN2CCc2ccccc2)O1)NCc1ccccc1	2.6	-8.4	0.8	-6.2	2.4	1.7	-7.4	-7.7
CC(=O)NS(=O)(=O)c1ccc(N=NN2CCCCC2)cc1	1.4	-1.9	6.1	·	4.1	-1.8	13.4	-4.2
COc1ccc(CN(C)C[C@@H]2OCCCC[C@@H](C)Oc3ccc(NC(=O)Nc4ccc(OC)cc4)cc3C(=O)N([C@H](C)CO)C[C@H]2C)cc1	-33.7	0.2	-2.5	·	1.3	3.5	-1.0	·
CCC(C)NS(=O)(=O)c1ccc(S(=O)(=O)N(CC(=O)Nc2ccccc2)Cc2ccco2)cc1 (stereo not drawn)	·	5.6	3.8	0.7	-2.4	·	3.6	·
COc1cccc(C(=O)N2N=C(c3ccccn3)CC2(O)C(F)(F)F)c1 (stereo not drawn)	1.3	12.8	·	·	·	3.3	-16.7	-4.7
Cc1nc2ccc(NC(=O)N3CCCCC3)cc2nc1C	·	2.9	-1.7	-26.4	-0.8	·	13.0	·
CCc1cccc(OCC(=O)N(C)CC(=O)Nc2cccc(F)c2)c1	-13.9	-3.5	·	·	·	-17.4	·	-10.5
CC(C)C(=O)N1CCCC1(C)C(=O)Nc1cccc(Oc2ccccc2)c1 (stereo not drawn)	·	·	-7.0	3.8	-1.9	4.0	-1.1	·
O=C(CSc1ccc(F)cc1)Nc1ccc(N2CCOCC2)cc1	-12.5	-10.5	3.4	·	2.6	-6.6	·	-34.3
CC(C)(C)OC(=O)NCCCCCNC(=O)c1[nH]cnc1C(=O)Nc1nccs1	-5.7	4.2	2.2	-13.7	4.7	2.8	2.4	1.0
O=c1cc(CNc2cc(Cl)ccc2Cl)nc2sccn12	-6.9	-2.2	-2.3	·	1.0	·	·	-14.1
Cc1ccccc1-c1cnc2c(c1)C(=O)N([C@@H](C)CO)C[C@H](C)[C@@H](CN(C)C(=O)CC1CC1)O2	-20.1	·	·	-4.8	·	6.0	-14.8	-25.1
Cc1sc2nc(CC(=O)N3CCCC3)[nH]c(=O)c2c1C	-25.6	-0.2	·	·	·	20.8	·	12.0
CCOc1ccc(NC(=O)[C@H](C)NC(=O)C2CC(=O)N(c3ccc(OC)cc3)C2)cc1 (stereo partly drawn)	15.5	7.7	-2.3	0.4	-1.4	-4.3	8.0	4.9
O=c1c2c(nc3cc(-c4cccc(Cl)c4)[nH]n13)CCC2	·	-23.6	14.8	-53.7	-7.1	·	-13.1	·
COc1ccc(CN2C(=O)CC(C(=O)NCCc3ccc(S(N)(=O)=O)cc3)SC2=Nc2ccccc2)cc1 (stereo not drawn)	1.4	-27.1	·	·	·	15.4	-6.1	·
N#C[C@@H]1N[C@@H](CO)[C@H]1c1ccc(-c2cccc(F)c2)cc1	2.5	8.1	1.1	-0.1	-0.5	1.6	-2.6	-21.3
COc1ccc(S(=O)(=O)N(C)C[C@@H]2OCCCC[C@H](C)Oc3ccc(NC(=O)NC(C)C)cc3C(=O)N([C@@H](C)CO)C[C@H]2C)cc1	2.0	-0.5	2.8	·	1.0	19.7	-7.3	-0.6
COc1ccc(CNC(=O)COc2cc(O)c3c(c2)OC(C)(C)CC3=O)c(OC)c1	2.0	-13.5	3.5	-0.1	-1.2	·	-11.2	-9.0
COc1ccccc1NC(=O)N[C@@H]1CC[C@@H](CC(=O)N2CCC(Cc3ccccc3)CC2)O[C@@H]1CO	-15.1	-6.6	1.6	-2.9	61.7	23.2	-2.9	-15.8
O=C(NCCCN1CCOCC1)c1cc(S(=O)(=O)N2CCN(c3ccccc3)CC2)ccc1Cl	-9.4	5.4	-3.1	3.9	2.0	8.3	·	-13.0
COc1ccccc1-c1cc(C(=O)N/N=C/C=C/c2ccccc2[N+](=O)[O-])c2ccccc2n1	·	0.1	1.3	-23.8	-0.5	7.8	-11.6	·
C=CC[C@@H](CC(=O)N[C@@H](CO)Cc1ccccc1)C(=O)N[C@@H](COC(=O)[C@H](CC=C)CC(=O)OC(C)(C)C)Cc1c[nH]c2ccccc12	-55.7	·	3.2	10.5	-0.4	40.1	-4.3	4.0
CCCCCCc1c(O)nc(SCC(=O)O)[nH]c1=O	·	-5.7	·	4.4	2.6	-16.6	7.7	-6.8
CCOC(=O)Cn1nc(-c2ccccc2)c2cnc3ccc(C)cc3c21	13.9	-6.9	1.2	-2.6	-0.1	21.2	·	-6.4
CNC[C@H]1Oc2ccc(NC(=O)CCC(F)(F)F)cc2C(=O)N([C@@H](C)CO)C[C@H]1C	4.7	·	2.2	21.5	54.4	-10.8	-2.3	-0.9
O=C(N/N=C/C(Br)=C/c1ccccc1)c1ccccc1F	-2.0	7.2	-3.3	-83.3	-5.0	-95.6	-57.5	-76.1
COc1ccc(N2CC(C(=O)Nc3c(C(N)=O)oc4ccccc34)CC2=O)cc1 (stereo not drawn)	-24.2	-1.0	-5.1	-3.8	-0.9	-4.3	-0.5	16.1
COc1ccccc1NS(=O)(=O)NC(=O)c1cn(C)c2ccccc12	-1.6	-1.0	·	-12.5	·	-7.0	10.2	5.5
O=C1N/C(=N/N=C/c2ccco2)SC1Cc1ccccc1 (stereo not drawn)	7.9	1.1	-1.9	·	-1.1	14.6	·	-0.7
CCOC(=O)C1=C(NC(=S)NC(=O)c2ccccc2)c2ccccc2CC1(C)C	·	-4.1	-2.2	39.6	9.3	·	3.0	·

A stretch of the results above, as a working copy:
Structure	INS-1E GSIS act	ARNT-TACC3 inh	PglD DTNB	Statin myotox sup	Cneo AK release	PAX8 inh HTS	PGC1a acetyl inh	LGR2 inh
COc1ccccc1-c1cc(C(=O)N/N=C/C=C/c2ccccc2[N+](=O)[O-])c2ccccc2n1	·	0.1	1.3	-23.8	-0.5	7.8	-11.6	·
C=CC[C@@H](CC(=O)N[C@@H](CO)Cc1ccccc1)C(=O)N[C@@H](COC(=O)[C@H](CC=C)CC(=O)OC(C)(C)C)Cc1c[nH]c2ccccc12	-55.7	·	3.2	10.5	-0.4	40.1	-4.3	4.0
CCCCCCc1c(O)nc(SCC(=O)O)[nH]c1=O	·	-5.7	·	4.4	2.6	-16.6	7.7	-6.8
CCOC(=O)Cn1nc(-c2ccccc2)c2cnc3ccc(C)cc3c21	13.9	-6.9	1.2	-2.6	-0.1	21.2	·	-6.4
CNC[C@H]1Oc2ccc(NC(=O)CCC(F)(F)F)cc2C(=O)N([C@@H](C)CO)C[C@H]1C	4.7	·	2.2	21.5	54.4	-10.8	-2.3	-0.9
O=C(N/N=C/C(Br)=C/c1ccccc1)c1ccccc1F	-2.0	7.2	-3.3	-83.3	-5.0	-95.6	-57.5	-76.1
COc1ccc(N2CC(C(=O)Nc3c(C(N)=O)oc4ccccc34)CC2=O)cc1 (stereo not drawn)	-24.2	-1.0	-5.1	-3.8	-0.9	-4.3	-0.5	16.1
COc1ccccc1NS(=O)(=O)NC(=O)c1cn(C)c2ccccc12	-1.6	-1.0	·	-12.5	·	-7.0	10.2	5.5
O=C1N/C(=N/N=C/c2ccco2)SC1Cc1ccccc1 (stereo not drawn)	7.9	1.1	-1.9	·	-1.1	14.6	·	-0.7
CCOC(=O)C1=C(NC(=S)NC(=O)c2ccccc2)c2ccccc2CC1(C)C	·	-4.1	-2.2	39.6	9.3	·	3.0	·

Remaining list, next part
Structure	INS-1E GSIS act	ARNT-TACC3 inh	PglD DTNB	Statin myotox sup	Cneo AK release	PAX8 inh HTS	PGC1a acetyl inh	LGR2 inh
CO[C@H]1CN(C)C(=O)c2ccc(NC(=O)c3nc4ccccc4s3)cc2OC[C@@H](C)NC[C@@H]1C	-4.4	5.3	2.7	12.4	-4.8	·	-16.5	-16.1
CCS(=O)(=O)N1CC2(C1)[C@H](c1ccccc1)[C@@H](CO)N2C(=O)C1CC1	3.4	·	·	·	·	-3.6	2.2	9.0
CCOC(=O)C1CCN(S(=O)(=O)c2ccc(C)cc2)CC1	0.1	-1.8	-4.6	14.5	1.2	·	-5.9	0.8
CNC(=O)C[C@H]1C(=O)N(C2CCCCC2)C[C@@H]1C	-5.7	·	·	-2.3	·	-29.0	-1.6	-1.7
COc1ccc(-c2ccc(C#N)c(SCC(=O)Nc3sc4c(c3C#N)CCC4)n2)cc1	-2.2	-26.4	-0.5	·	-1.2	·	-1.2	-16.1
CCOC(=O)CN1C(=O)CN(c2ccc(C)cc2)C1=O	17.4	-7.4	·	·	·	-14.2	·	-58.9
O=C(c1ccc(F)cc1)N1CCCCN2[C@H](CO)[C@@H](c3ccc(C#CC4(O)CCCC4)cc3)[C@@H]2C1	5.2	-2.4	-0.7	·	3.3	2.6	0.3	0.6
COc1ccc(N2CCN(C(=O)CN(C)S(=O)(=O)c3cnc[nH]3)CC2)cc1	9.6	-10.8	·	·	·	0.5	·	-4.1
CCOc1ccc(NC(=O)CN(c2ccc(OC)cc2)S(=O)(=O)c2cccs2)cc1	-2.1	12.2	-0.2	-31.0	-0.9	2.5	-6.8	4.9
O=C(CN1CCCC(O)C1)N1c2ccccc2Sc2ccc(C(F)(F)F)cc21 (stereo not drawn)	-6.4	-1.1	-5.8	36.8	1.4	·	2.5	3.3
